Source: PubChem
TDP1 cell CPT: growth inhibition of DT40 Tdp1-/-;hTDP1 cells with camptothecin (screen for TDP1 inhibitors) | chicken DT40 Tdp1-/-;hTDP1 cells + 20 nM CPT, ATP luminescence, 48 h | 420,000 tested, 12% active | Potency, µM (top dose mostly 46.2 µM), inactives show top-dose activity change, negative = growth inhibition, hits mostly inhibitors; further: nearly all actives have a fitted effect of over 55% in size
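Cell growth measured by CellTiter-Glo luminescence after a minimum 48 h, 37 C compound exposure with 20 nM CPT in Tdp1-knockout DT40 cells stably expressing hTDP1, seeded 400/well; qHTS titration format.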
GCN5L2 inh: GCN5L2 (KAT2A) acetyltransferase inhibition. AID 504327. Q92830. Potency, µM (doses to about 58.9 µM), without a hit: at the highest dose activity change, negative = inhibition, hits mostly inhibitors. 390,000 tested, 0.21% active. GCN5L2 HAT assay, ThioGlo1 CoA-SH fluorescence
Target sequence (Q92830 whole entry, looked up): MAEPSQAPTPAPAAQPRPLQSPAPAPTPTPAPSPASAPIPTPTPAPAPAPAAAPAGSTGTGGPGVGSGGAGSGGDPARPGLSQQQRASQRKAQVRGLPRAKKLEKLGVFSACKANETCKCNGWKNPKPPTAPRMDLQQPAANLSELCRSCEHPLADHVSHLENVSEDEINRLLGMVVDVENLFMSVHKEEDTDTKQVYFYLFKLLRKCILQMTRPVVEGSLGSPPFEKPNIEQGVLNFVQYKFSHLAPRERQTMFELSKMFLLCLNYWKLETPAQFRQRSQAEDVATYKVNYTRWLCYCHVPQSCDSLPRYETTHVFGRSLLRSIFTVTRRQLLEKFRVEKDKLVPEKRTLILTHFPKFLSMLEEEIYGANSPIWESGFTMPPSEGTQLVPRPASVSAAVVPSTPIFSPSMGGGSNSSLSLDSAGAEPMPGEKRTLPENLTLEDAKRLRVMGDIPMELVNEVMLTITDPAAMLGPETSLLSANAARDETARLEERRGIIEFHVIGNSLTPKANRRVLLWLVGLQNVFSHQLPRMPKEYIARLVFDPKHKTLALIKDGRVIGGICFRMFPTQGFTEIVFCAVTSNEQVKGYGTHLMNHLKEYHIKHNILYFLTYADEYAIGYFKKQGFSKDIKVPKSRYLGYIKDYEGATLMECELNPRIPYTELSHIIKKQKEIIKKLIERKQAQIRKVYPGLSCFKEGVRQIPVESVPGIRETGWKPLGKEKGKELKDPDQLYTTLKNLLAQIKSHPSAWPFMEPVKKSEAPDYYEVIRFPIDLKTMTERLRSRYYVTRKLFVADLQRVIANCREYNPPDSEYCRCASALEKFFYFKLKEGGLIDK
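Titration-based screen in which CoA formation is detected via maleimide probe ThioGlo1 (50uM) turning fluorescent on thiol reaction; substrates H3(1-25) 75uM and acetyl-CoA 70uM, GCN5L2 20nM, 20 min incubation at room temperature.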
FEN1 inh: human FEN1 inhibition. Recombinant FEN1 flap cleavage, fluorescence, 15 min. 390,000 tested, 0.35% active. P39748. Potency, µM (doses to about 114 µM), for the others: at the highest dose activity change, negative = inhibition, most hits filed as inhibitors; further: nearly all actives have a fitted effect of over 65% in size
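Nuclease activity of 10 nM FEN1 was measured after 15 min of room-temperature exposure to titrated compounds, by adding 50 nM flap substrate and reading plates at 0 and 15 min.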
Numbers without * were called inactive; ? = inconclusive; . = not tested or not shown; & = joins results of further samples; ! = not confirmed by another sample; [ ] = another dose, or the depositor's remark. The call rests on the fitted dose curve; in most records, active means well fitted curve in the direction sought with a large enough effect; inconclusive means small, poorly fitted or top-dose-only effect, or another doubt; inactive means no such curve, though single readings can be large; an effect the other way counts as inactive or inconclusive. On the % scale 0 is the no-effect control and ±100 the full control effect; potency means the concentration at half of the fitted maximal effect.

SMILES | TDP1 cell CPT | GCN5L2 inh | FEN1 inh
CCc1ccc2nc(SCC(=O)N(CC)CC)c(C#N)cc2c1 | 21µM* | -3% | 3%
O=C1CCN(C(=O)c2ccccc2)C2CCCCC12 (stereo unspecified) | 27% | -8% | 33%[activator]
Cc1n(CC(O)COC2CCCCC2)c2ccccc2[n+]1C (stereo unspecified) | ? | -1% | -4%
CNC(=O)CN(c1ccc2c(c1)OCCO2)S(C)(=O)=O | 0% | -1% | 1%
Cc1ccc(-c2nc(-c3ccncc3)no2)cc1C | -16% | 2% | -14%
Cc1c(C(=O)O)cccc1-c1ccc(/C=N/n2cnnc2)o1 | 0% | -2% | -14%
CCc1cccc(C)c1NC(=O)c1ccc2c(c1)CCN2S(C)(=O)=O | -27% | 2% | -6%
CCOC(=O)C1=C(C)NC(=S)NC1c1ccc(OCC(=O)N2CCCCC2)cc1 (stereo unspecified) | -3% | -6% | -1%
Cc1cccc(NC(=O)Nc2ccncc2)c1 | ? | -12% | 19%
Cc1ccc2c(CN(C)Cc3cccc(F)c3)cc(=O)oc2c1 | -1% | -16% | -12%
CC(=O)Nc1cccc(-c2nc3ccccc3s2)c1 | -9% | -10% | -10%
CCOC(=O)c1cnc(Nc2nc3ccccc3o2)nc1CN1CCN(C)CC1 | 18µM* | -5% | -4%
CCc1ccc(NC(=O)CN2C(C(=O)OC)=C(c3ccccc3)c3ccccc3S2(=O)=O)cc1 | 0% | -22% | -23%
CSc1ccccc1NC(=O)Nc1ccc(F)c(Cl)c1 | ? | -6% | -4%
O=C(O)CSC1CC(=O)N(c2cccc(Cl)c2)C1=O (stereo unspecified) | -3% | 1% | -12%
O=S(=O)(Nc1nc2ccccc2nc1NCC1CCCO1)c1cccc(Cl)c1 (stereo unspecified) | ? | -4% | 7%
CC[C@]1(c2ncc[nH]2)Cc2ccccc2O1 | ? | -9% | .
CN(Cc1ccccc1)C(=O)c1ccc(NC(=O)Cc2cccc(NC(=O)C3CCCN(C(=O)CCc4ccccc4)C3)c2)cc1 (stereo unspecified) | ? | -2% | -6%
CC1CC(C)CN(C(=O)C2CCN(S(=O)(=O)c3ccc4c(c3)CC(C)N4C(=O)C3CC3)CC2)C1 (stereo unspecified) | 16µM* | -1% | -21%
CCCCCn1c(SCCC(C)C)nc2c1c(=O)[nH]c(=O)n2C | -24% | -4% | 3%
O=C(NNC(=O)C1CC=CCC1)c1cccc(Br)c1 (stereo unspecified) | 18% | . | 6%
O=C(c1ccc(Br)s1)N1CCN(Cc2ccc3c(c2)OCO3)CC1 | -17% | -3% | -3%
COc1ccccc1CN(Cc1cccnc1)S(=O)(=O)c1ccc(-n2cnnn2)c(OC)c1 | -2% | -4% | -10%
O=C(Nc1ccc(N2CCOCC2)cc1)c1ccc(S(=O)(=O)NCc2ccco2)cc1 | 19% | 3% | -3%
O=C(c1ccccc1)N(Cc1ccccc1)c1ccccn1 | -5% | -5% | -7%
CN(C)CC(C)(C)CNS(=O)(=O)c1ccc(Cl)cc1 | -30% | -5% | 4%
C=CC[C@@H](CC(=O)NCCO)C(=O)N[C@H](C)COC(=O)[C@@H](CC=C)Cc1ccc(F)cc1 | -15% | 2% | 4%
CC(CNC(=O)c1ccco1)NC(=O)c1ccco1 (stereo unspecified) | 25% | 1% | 0%
O=C(C1=C[C@@H](c2ccc(C(F)(F)F)cc2)C[C@@H](OCCCCO)O1)N1CCOCC1 | -19% | 2% | 0%
Cc1ccc(-c2c3c(=O)n(C)c(=O)n(C)c3cn2-c2ccccc2O)cc1 | -1% | -16% | -11%
COc1ccc(C(O)CNc2ccc(C)cc2)cc1 (stereo unspecified) | -11% | 1% | -3%
O=C(O)COc1ccc2occ(C(=O)c3ccccc3)c2c1 | -10% | -13% | -1%
CCc1ccc(/C=N/NC(=O)c2nnn(-c3nonc3N)c2CN2CCOCC2)cc1 | -22% | -9% | 12%
CCOC(=O)c1cc(CC)sc1NC(=O)COC(=O)c1cnccn1 | -7% | 1% | -3%
COc1ccc(Cn2nnnc2C(c2ccccc2Cl)N2CCN(C)CC2)cc1 (stereo unspecified) | -4% | -3% | -3%
Cc1ccccc1CN1c2ccccc2S(=O)(=O)c2ccccc21 | -12% | 1% | 0%
O=C(CN1CCCC1)Nc1ccc(S(=O)(=O)N2CCCCC2)cc1 | -14% | -6% | 17%
CCOC(=O)Cc1c(C)nc2c(-c3cccc(Br)c3)c[nH]n2c1=O | 9.2µM* | -4% | -16%
CCOC(=O)N1CCN(C(=O)CN(c2cccc(C)c2)S(=O)(=O)c2ccccc2)CC1 | 4% | -1% | 2%
Cc1sc2ncn(CC(=O)OC(C)C(=O)NC(C)(C)C)c(=O)c2c1C (stereo unspecified) | 7% | 1% | 2%
COC(=O)CSc1nc(NC#N)nc(NC(C)(C)C)n1 | -2% | -2% | -6%
CCCCN(CCCC)C(=O)c1nsnc1-c1ccccc1O | -17% | 0% | -1%
Nc1nc(Nc2cccc(Cl)c2)nc(NCc2ccco2)c1[N+](=O)[O-] | -22% | 2% | -8%
CC(=O)c1nc(N2C(=O)CC(Cc3cccc(C)c3)C2=O)sc1C (stereo unspecified) | -6% | -4% | 5%
Cc1ccc(S(=O)(=O)CCC(=O)OCC(=O)N2CCc3ccccc32)cc1 | -10% | -5% | 1%
Cc1ccc(N2C(=O)C(Cc3ccccc3)NC2=S)cc1 (stereo unspecified) | -29% | -9% | -2%
Cc1c(CCNC(=O)c2ccc(C(F)(F)F)cc2)sc2nc(-c3ccc(F)cc3)nn12 | -8% | -4% | 4%
C[C@H]1CN(S(=O)C(C)(C)C)[C@H](CCO)/C1=C\CCO (stereo partly specified) | 26% | . | 20%
O=C(O)c1cc(N/N=C/c2ccc(-c3ccccc3)cc2)ccc1Cl | ? | 22% | 5%
COc1ccc(N2C(N)=C(C#N)C(c3cc(CN4CCOCC4)cs3)C3=C2CCCC3=O)cc1 (stereo unspecified) | ? | -2% | -1%

Next structures:
SMILES | TDP1 cell CPT | GCN5L2 inh | FEN1 inh
O=C(CSc1nnc(-c2cccnc2)n1Cc1ccco1)N1c2ccccc2Sc2ccccc21 | ? | -12% | 15%
COc1ccc(CCC(=O)Nc2ccc(Br)cn2)cc1 | -21% | -4% | -18%
Cc1ccccc1OCC(=O)NNC(=O)CCc1ccccc1 | 9% | 0% | -5%
O=C(CCC1CCCCC1)Nc1cccc(C(=O)Nc2ccc(C(=O)O)cc2)c1 | -2% | . | -3%
C[C@H](NC(=O)Nc1ccc2c(c1)OCCO2)C(=O)O | 10% | 0% | -3%
COc1ccc(Cl)cc1Nc1ncnc2sc(C)c(S(=O)(=O)N3CCC(C)CC3)c12 | ? | -13% | -4%
CCN=C1SC(CC(=O)NC2CCCCC2)C(=O)N1CC (stereo unspecified) | -12% | 2% | -4%
CC(C)CC(=O)N1CCN(c2ccc([N+](=O)[O-])c(NCc3ccccc3)c2)CC1 | ? | . | -4%
CNC(=O)NC(=O)COC(=O)c1cccc(S(=O)(=O)N2CC3(C)CC2CC(C)(C)C3)c1 (stereo unspecified) | -4% | -4% | -10%
CCCOc1ccc(-c2cc(C(F)(F)F)c(C#N)c(SCCC(=O)O)n2)cc1 | ? | ? | ?
COC(=O)c1cc2c(ccn2-c2ccc(F)cc2)n1Cc1cccc(OC)c1 | 7.3µM* | -6% | -5%
CCCn1c(=N)c(C(=O)NCc2cccnc2)cc2c(=O)n3cccc(C)c3nc21 | -19% | -2% | -5%
CC(C)NC(=S)N1CCC(Cc2ccccc2)CC1 | ? | -2% | -7%
COC(=O)c1nc(NC(=O)C(C)(C)C)n[nH]1 | ? | -12% | -16%
CC(C)(C)OC(=O)N1CCC[C@H]1C(=O)NCc1ccc(Cl)cc1Cl | ? | -16% | 2%
COC(=O)c1[nH]c2ccc(Br)cc2c1NC(=O)CN1CCCc2ccccc21 | 21µM* | -19% | -7%
CCN(CC)c1cc2c(cc1F)c(=O)c(S(=O)(=O)c1ccc(OC)cc1)cn2Cc1ccccc1 | ? | -14% | 10%
COc1ccccc1NC(=O)CSc1nnc(-c2ccoc2C)n1C | 7% | -3% | -1%
COc1ccc(C(=O)N2CCCCCC2)cc1OC1CCN(C(C)C)CC1 | -22% | 0% | 4%
COc1ccc2c(c1)c(C(=O)CN1CCN(C(=O)c3ccco3)CC1)c(C)n2C | -20% | -4% | -1%
O=C(c1ccc(-c2nc3ccccc3s2)s1)N1CCOCC1 | ? | 2% | -9%
O=[N+]([O-])c1ccc(O)c(C(C#Cc2ccccc2)N2CCOCC2)c1 (stereo unspecified) | -17% | -4% | -12%
Cc1ccc2c(c1)c(C)c(C)n2CC(O)CN1CCCCC1C (stereo unspecified) | ? | -8% | -16%
Cc1ccc(CSc2nc3ccncc3n2Cc2nc(-c3ccc(Cl)cc3)oc2C)cc1 | ? | -7% | 6%
Cc1ccccc1-n1c(SCc2ccccn2)nc2n[nH]c(C)c2c1=N | 21µM* | -23% | -15%
COc1ccc(C(=O)/C=C/c2ccc(OC)c(COc3ccc(F)cc3)c2)cc1 | ? | -10% | -15%
COc1cc(COCC(O)CN2CCCCC2C)cc(OC)c1OC (stereo unspecified) | -1% | 3% | 3%
Cc1ccc(OCCCCN2CCCCC2)c(Br)c1 | ? | 0% | -5%
O=C(CSc1nncn2c1cc1sccc12)Nc1ccc(Br)cc1F | -6% | -1% | -7%
O=C1C2CC=CCC2C(=O)N1c1nc2n(n1)C(c1ccccc1)CC(c1ccccc1)N2 (stereo unspecified) | -6% | -4% | -10%

Entries from the list above that contain two or more sulfur atoms (4):
SMILES | TDP1 cell CPT | GCN5L2 inh | FEN1 inh
O=C(CSc1nnc(-c2cccnc2)n1Cc1ccco1)N1c2ccccc2Sc2ccccc21 | ? | -12% | 15%
COc1ccc(Cl)cc1Nc1ncnc2sc(C)c(S(=O)(=O)N3CCC(C)CC3)c12 | ? | -13% | -4%
O=C(c1ccc(-c2nc3ccccc3s2)s1)N1CCOCC1 | ? | 2% | -9%
O=C(CSc1nncn2c1cc1sccc12)Nc1ccc(Br)cc1F | -6% | -1% | -7%

Continuation:
SMILES | TDP1 cell CPT | GCN5L2 inh | FEN1 inh
CCOc1cc(/C=N\n2nnnc2N)ccc1O | -1% | -6% | -4%
COc1ccc(C(=O)/C=C/c2ccc(OC)c(Cn3nnc4ccccc43)c2)cc1 | 18µM* | -6% | -2%
COc1ccc(/C(O)=C2\C(=O)C(=O)N(c3cc(C)on3)C2c2ccc(OC)c(OC)c2)cc1OC (stereo unspecified) | 0% | 12% | 4%
O=C(OC1CCCCC1=O)c1cc(Cl)ccc1[N+](=O)[O-] (stereo unspecified) | 0% | -2% | -6%
O=S(=O)(c1ccc(NC(=S)NN=C(Cc2ccccc2)Cc2ccccc2)cc1)N1CCOCC1 | -2% | 0% | -5%
COc1cccc(NC(=O)Nc2cc(C)ccc2OC)c1 | -5% | 0% | 16%
CCOC(=O)c1ccc(N=Cc2nc3ccccc3n2C)cc1 | ? | 0% | -3%
CC(C)(C)n1nc(-c2ccc(Cl)cc2)c2c(N)ncnc21 | 8.2µM*! | -22%&0%&-3% | -4%&-5%
CSCC[C@H](NC(=O)[C@@H]1Cc2ccccc2CN1)C(=O)NC[C@H]1CC[C@H](C(=O)O)CC1 | 1% | 21% | -8%
Cc1[nH]c2ccc(C(=O)N3CCN(c4ccccn4)CC3)cc2c1C | -29% | 0% | -6%

Record cards (already shown).
Entry for `CCOC(=O)N1CCN(C(=O)CN(c2cccc(C)c2)S(=O)(=O)c2ccccc2)CC1` → TDP1 cell CPT = 4%; GCN5L2 inh = -1%; FEN1 inh = 2%
Entry for `CCN(CC)c1cc2c(cc1F)c(=O)c(S(=O)(=O)c1ccc(OC)cc1)cn2Cc1ccccc1` → TDP1 cell CPT = ?; GCN5L2 inh = -14%; FEN1 inh = 10%

Additional records:
SMILES | TDP1 cell CPT | GCN5L2 inh | FEN1 inh
Cc1cc(CSc2ccccc2C(=O)O)on1 | -2% | 0% | 5%
Cc1ccc(CN2CCOCCS2(=O)=O)cc1 | -25% | . | 13%
CCC(CC)C(=O)Nc1cccc(C(=O)Nc2nccs2)c1 | ? | -2% | -16%
CC(=O)Nc1ccc(Sc2ccccc2C(=O)O)c(C(=O)O)c1 | 4% | -5% | 15%
COc1cccc(OCCNc2ccc([N+](=O)[O-])cn2)c1 | -18% | -3% | 0%
CN(CC(=O)Nc1ccc(F)c(F)c1F)C(=O)C1CCCCC1 | -12% | 1% | -2%
CCn1c(SCC(=O)NCC2CCCO2)nnc1-c1c[nH]c2ccccc12 (stereo unspecified) | -9% | -7% | -5%
CCCCc1nc(SCC(=O)Nc2nnc(C(C)C)s2)n[nH]1 | -22% | -13% | 6%
Cc1ccc(-n2nc(C)cc2Nc2ncc(Cl)cc2Cl)cc1 | -8% | -7% | -2%

The list is partial. The share of hits here may be higher or lower than overall.
